NPY1 pot ag = potentiates or activates human NPY-Y1 receptor; P25929; NPY-Y1 expressing cells, potentiator/agonist activation; activation, % at 3.6 µM; actives 0.37% (n = 220,000); AID 1304; in the data active means activation above about 33%, passing the limit was not always enough;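 further: cells stimulated with NPY at EC10 then isoproterenol at EC100; 0% = low agonist plus stimulus and 100% = saturating agonist plus stimulus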
Target sequence (P25929 whole entry, looked up): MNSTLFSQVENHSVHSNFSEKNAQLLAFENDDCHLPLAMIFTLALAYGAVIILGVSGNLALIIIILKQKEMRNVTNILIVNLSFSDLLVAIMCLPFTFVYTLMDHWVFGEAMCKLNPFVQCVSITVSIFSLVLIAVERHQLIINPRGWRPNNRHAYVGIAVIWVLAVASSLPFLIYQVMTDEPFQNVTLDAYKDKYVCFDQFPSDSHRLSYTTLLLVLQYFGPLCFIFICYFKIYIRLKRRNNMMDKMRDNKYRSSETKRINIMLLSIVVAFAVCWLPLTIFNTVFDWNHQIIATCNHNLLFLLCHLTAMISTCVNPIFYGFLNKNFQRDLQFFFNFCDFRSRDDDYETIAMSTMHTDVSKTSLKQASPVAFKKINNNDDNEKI
CHOP inhibitor = blocks CHOP induction under ER stress. inhibition, % at 10 µM. AID 2732. CHO-K1 CHOP-promoter luciferase, tunicamycin-induced, 15-18 h. actives 3.8% (n = 220,000);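 active means compounds that reduced the stress-induced luciferase reporter signal by more than about 70% of percent inhibition, limit read from the data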;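 further: 0% = tunicamycin plus vehicle and 100% = wells without tunicamycin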
NCF1 inh = inhibitors of human p47phox binding; P14598; AID 1274; p47phox/p22phox peptide binding, fluorescence polarization, 2 h; actives 0.53% (n = 220,000); inhibition, % at 24.7 µM;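 active means inhibition above about 30%, limit read from the data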;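 further: 0% = p47phox with labelled peptide and 100% = labelled peptide alone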
S1P4 antag = human S1P4 receptor antagonism. actives 0.26% (n = 220,000). S1P4-expressing cells, antagonist mode, reporter read-out. O95977. inhibition, % at 4.98 µM; in the data active means inhibition above about 29%;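 further: 0% = wells stimulated with agonist and 100% = vehicle wells without agonist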
BaF3 tox = reduces parental Ba/F3 cell viability, JAK2V617F counter-screen. inhibition, % at 5.6 µM. actives 1.1% (n = 220,000). CellTiter-Glo ATP luminescence. AID 1486;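 active means inhibition above a per-campaign cutoff, the mean inhibition of all tested compounds plus 3 SD, cut at about 27% in these data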;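 further: 0% = DMSO wells and 100% = JAK Inhibitor I control wells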
Ba/F3 V617F tox = reduce viability of Ba/F3 cells dependent on JAK2V617F. Ba/F3 EpoR-JAK2V617F viability, ATP luminescence. actives 1.1% (n = 220,000). inhibition, % at 5.6 µM. AID 1446;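 active means inhibition above the campaign mean plus 3 SD over all tested compounds, cut at about 24% in these data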;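 further: cytokine-independent growth of Ba/F3 cells driven by EpoR plus mutant JAK2; 0% = DMSO-treated cells and 100% = JAK inhibitor I control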
NPY Y1 blocker = blocks the human neuropeptide Y Y1 receptor | AID 1040 | HEK293-CNG Y1 cells, membrane potential fluorescence; NPY at EC95, then isoproterenol | inhibition, % at 3.6 µM | actives 1% (n = 200,000) | P25929;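 active means inhibition above the campaign mean inhibition of all tested compounds plus 3 SD, cut at about 20% in these data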;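 further: 0% = DMSO wells given NPY plus isoproterenol and 100% = isoproterenol alone without NPY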
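Test system – HEK293 Y1/CNG channel cell line · Also added – NPY agonist 25 nM, then isoproterenol 1 µM plus Ro 20-1724 25 µM · Compound dosing – one concentration, 3.6 µM, in 0.4% DMSO · Schedule – compound incubation 1 h at room temperature, readout 45 min post-stimulation · Technique – fluorescence, membrane potential probe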
NPY-Y2 PAM-ag = potentiates or activates human NPY-Y2 receptor. P49146. cells expressing NPY-Y2, potentiator/agonist read-out. activation, % at 3.6 µM. actives 0.45% (n = 220,000). AID 1359; in the data active means activation above about 27%;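 further: cells stimulated with NPY near EC25 plus isoproterenol at EC100; 0% = vehicle plus submaximal agonist and 100% = vehicle plus saturating agonist; some results beyond the cut were filed as inactive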
Target sequence (P49146 whole entry, looked up): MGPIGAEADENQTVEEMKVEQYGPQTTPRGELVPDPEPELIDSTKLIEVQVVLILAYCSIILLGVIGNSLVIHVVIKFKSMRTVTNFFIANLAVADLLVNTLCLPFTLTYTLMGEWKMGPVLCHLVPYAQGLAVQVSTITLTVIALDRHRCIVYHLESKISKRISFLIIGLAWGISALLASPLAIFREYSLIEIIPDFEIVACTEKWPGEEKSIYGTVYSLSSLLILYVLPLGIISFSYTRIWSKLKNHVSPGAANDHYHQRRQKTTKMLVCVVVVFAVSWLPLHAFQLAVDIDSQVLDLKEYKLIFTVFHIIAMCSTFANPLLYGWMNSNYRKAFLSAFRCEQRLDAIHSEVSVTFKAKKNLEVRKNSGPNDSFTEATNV
S1P4 ag = agonists of human S1P4 receptor | O95977 | S1P4-expressing cell line, agonist reporter assay | activation, % at 4.98 µM | actives 0.35% (n = 220,000); in the data active means activation above about 11%;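 further: 0% = DMSO vehicle and 100% = reference agonist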
The depositor's hits bear a star; . = no result given. Compounds were not picked by outcome (roughly 7.1% active in at least one column).

SMILES | NPY1 pot ag | CHOP inhibitor | NCF1 inh | S1P4 antag | BaF3 tox | Ba/F3 V617F tox | NPY Y1 blocker | NPY-Y2 PAM-ag | S1P4 ag
CCCC(=O)N(CC(=O)Nc1sc(C)c(C)c1C(N)=O)Cc1ccccc1 | -5 | -2 | -9 | 5 | 9 | 3 | 5 | -4 | 5.4
O=C(Nc1ccc(COc2ccccc2)cc1)c1cccc([N+](=O)[O-])c1 | 9 | 61 | -3 | 12 | 5 | 3 | -9 | -9 | -2.0
Cc1ccc2cc(CN(C(=O)C3CCCO3)C3CCCCC3)c(=O)[nH]c2c1 (centres undefined) | 4 | 12 | -1 | -5 | 2 | 3 | -3 | 6 | 1.1
CCn1c(CNC(=O)c2ccco2)nnc1SCC(=O)Nc1cc(C)c(C)cc1Br | -6 | -4 | -1 | -5 | 8 | 4 | 9 | 7 | 1.1
Cc1ccc(-n2nc(C)c3c(C(=O)OCC(=O)N(C)C4CCS(=O)(=O)C4)cc(-c4ccccc4)nc32)cc1 (centres undefined) | 6 | -1 | -10 | 2 | 3 | -5 | 8 | 7 | 0.4
Clc1ccc(CN2CCCCCCC2)cc1Cl | -15 | 79* | 1 | -3 | -3 | -1 | 22* | -29 | 0.6
O=C(Nc1ccc(F)cc1)c1nc2c(nnn2Cc2cccc3ccccc23)c(=O)[nH]1 | -31 | 60 | -3 | 3 | -2 | -3 | . | -33 | 2.7
O=C(/C=C(\c1ccc(Cl)cc1)n1cncn1)c1ccc(Cl)cc1 | -7 | 5 | -12 | 1 | 0 | -1 | 3 | -14 | 1.8
CCN1CCCC1CNC(=O)C1CCN(Cc2nc(-c3cccc(Br)c3)oc2C)CC1 (centres undefined) | -21 | -27 | -19 | 13 | 31* | 12 | 21* | -26 | -1.2
CCC(NS(=O)(=O)c1ccc(C)cc1)C(=O)N1CCC2(O)CCCCC2C1 (centres undefined) | -10 | 8 | -2 | -7 | -1 | -5 | 3 | 10 | -0.5
O=c1c2oc3ccccc3c2[nH]c(=S)n1-c1ccc(F)cc1 | -1 | -4 | -9 | -5 | 3 | -2 | 3 | 3 | 2.9
CNC(=S)N/N=C/c1cn(CCOc2ccc(OC)cc2)c2ccccc12 | 8 | 14 | -7 | -2 | 8 | -2 | 3 | 5 | 1.2

12 entries from above, in CSV form:
Structure,NPY1 pot ag,CHOP inhibitor,NCF1 inh,S1P4 antag,BaF3 tox,Ba/F3 V617F tox,NPY Y1 blocker,NPY-Y2 PAM-ag,S1P4 ag
CCCC(=O)N(CC(=O)Nc1sc(C)c(C)c1C(N)=O)Cc1ccccc1,-5,-2,-9,5,9,3,5,-4,5.4
O=C(Nc1ccc(COc2ccccc2)cc1)c1cccc([N+](=O)[O-])c1,9,61,-3,12,5,3,-9,-9,-2.0
Cc1ccc2cc(CN(C(=O)C3CCCO3)C3CCCCC3)c(=O)[nH]c2c1 (centres undefined),4,12,-1,-5,2,3,-3,6,1.1
CCn1c(CNC(=O)c2ccco2)nnc1SCC(=O)Nc1cc(C)c(C)cc1Br,-6,-4,-1,-5,8,4,9,7,1.1
Cc1ccc(-n2nc(C)c3c(C(=O)OCC(=O)N(C)C4CCS(=O)(=O)C4)cc(-c4ccccc4)nc32)cc1 (centres undefined),6,-1,-10,2,3,-5,8,7,0.4
Clc1ccc(CN2CCCCCCC2)cc1Cl,-15,79*,1,-3,-3,-1,22*,-29,0.6
O=C(Nc1ccc(F)cc1)c1nc2c(nnn2Cc2cccc3ccccc23)c(=O)[nH]1,-31,60,-3,3,-2,-3,.,-33,2.7
O=C(/C=C(\c1ccc(Cl)cc1)n1cncn1)c1ccc(Cl)cc1,-7,5,-12,1,0,-1,3,-14,1.8
CCN1CCCC1CNC(=O)C1CCN(Cc2nc(-c3cccc(Br)c3)oc2C)CC1 (centres undefined),-21,-27,-19,13,31*,12,21*,-26,-1.2
CCC(NS(=O)(=O)c1ccc(C)cc1)C(=O)N1CCC2(O)CCCCC2C1 (centres undefined),-10,8,-2,-7,-1,-5,3,10,-0.5
O=c1c2oc3ccccc3c2[nH]c(=S)n1-c1ccc(F)cc1,-1,-4,-9,-5,3,-2,3,3,2.9
CNC(=S)N/N=C/c1cn(CCOc2ccc(OC)cc2)c2ccccc12,8,14,-7,-2,8,-2,3,5,1.2

(cont.)
SMILES | NPY1 pot ag | CHOP inhibitor | NCF1 inh | S1P4 antag | BaF3 tox | Ba/F3 V617F tox | NPY Y1 blocker | NPY-Y2 PAM-ag | S1P4 ag
C=CCOc1ccc(C2C(C(=O)c3ccco3)=C(O)C(=O)N2Cc2cccnc2)cc1 (centres undefined) | -18 | -5 | -3 | 10 | 7 | 4 | 6 | -16 | 1.5
Cc1cc2c(cc1C)N(C(=O)CSC1=NCCS1)C(C)(C)c1ssc(=S)c1-2 | 28 | 44 | -9 | 12 | 0 | 5 | -9 | 42* | -1.7
Cc1ccccc1-n1c(=O)n(Cc2ccccc2)c(=O)c2[nH]cnc21 | -9 | -9 | 2 | -3 | 2 | 5 | . | -20 | 0.0
O=C1NC(c2ccc(-c3ccccc3[N+](=O)[O-])o2)C(C(=O)c2ccccc2)C(O)(C(F)(F)F)N1 (centres undefined) | 14 | 7 | -33 | 2 | 7 | 0 | -2 | 8 | 0.8
CCOC(=O)C(Cc1ccccc1)c1ccnc2nc(N)nn12 (centres undefined) | 10 | 3 | -1 | -14 | -2 | 0 | -4 | -4 | 0.6
CCOC(=O)CSc1nnc(CNC(=O)c2ccc(OC)c(OC)c2)n1C | 9 | 8 | -2 | -4 | 6 | -1 | 2 | -5 | -1.2
O=C(CSc1nnc(SCc2ccccc2)s1)N/N=C/C=C/c1ccco1 | -3 | 47 | -12 | -13 | 6 | -3 | 1 | 3 | 1.6
CCCCNC(=S)NCCN1CCN(C(=S)NCCCC)CC1 | 3 | -20 | -8 | -3 | 7 | 1 | 2 | 2 | 0.8
Cc1cc(C)nc(Sc2nc(C)nc3c2oc2ccccc23)n1 | 6 | -4 | 1 | -21 | 6 | 0 | 9 | -8 | -0.4
C=CCn1c(SCC(=O)Nc2c(C)nn(Cc3ccccc3)c2C)nnc1C(O)c1ccccc1 (centres undefined) | -19 | 17 | -1 | -24 | 7 | 2 | 1 | -18 | -1.3
COc1ccc(N2CCN(C(=N)/C(C(C)=O)=C(\C)O)CC2)cc1 | 13 | 14 | -10 | -6 | 1 | -4 | -3 | 4 | -0.2
CC(=O)Nc1cccc(OC(=O)N2CCOCC2)c1 | 22 | 7 | -2 | -15 | 0 | -3 | -12 | 9 | 1.0
CC(C)n1nnnc1SCC(=O)NNC(=O)C1CCCCC1 | -10 | 52 | -11 | -9 | 4 | 0 | 1 | -5 | -1.0
CCc1c(C)c(C#N)c2nc3ccccc3n2c1NCc1ccccn1 | -13 | -11 | -10 | 12 | 2 | -1 | 3 | 1 | 1.1
CC1=CC(=O)C(C(C)=Nc2ccccc2Cl)C(=O)O1 (centres undefined) | 17 | 4 | -5 | -9 | 2 | -1 | . | 12 | 0.4
Nc1nnc(-c2ccccc2[N+](=O)[O-])o1 | -4 | 26 | -6 | -3 | 2 | -1 | 4 | -3 | -0.9
O=C(c1ccc2c(c1)OCO2)N1CCC(Cc2ccccc2)CC1 | -6 | 31 | 1 | -3 | -1 | -5 | . | 11 | -0.9
O=C(NC1CCCCCC1)c1ccc(=O)n(Cc2ccccc2)n1 | 4 | 27 | -11 | -3 | 9 | -1 | 4 | 1 | 0.6
O=C(O)CCSc1nnc(COc2ccc([N+](=O)[O-])cc2)n1-c1ccccc1 | -8 | 4 | -4 | -20 | 4 | -2 | 4 | -8 | 0.4
CC1CCC2(CC1)NC(=O)N(NC(=O)CCl)C2=O (centres undefined) | 8 | 6 | -8 | 4 | 0 | 1 | -1 | -9 | 3.2
COc1ccc(CCNC(=O)c2cc(-c3ccncc3)nc3c(Cl)cccc23)cc1OC | 0 | 13 | -18 | 11 | 3 | 3 | 5 | -4 | -0.7
Cc1ccc(Nc2nc3ccccc3s2)c(C)c1 | -16 | 24 | -3 | 6 | 2 | -2 | 0 | 5 | -0.1
CCOC(=O)c1cc(=O)n2[nH]c(-c3ccc(C)cc3)cc2n1 | 17 | 21 | -10 | -5 | 2 | 0 | -6 | 7 | 0.9
CN(C)S(=O)(=O)c1cccc(NC(=S)N(CCC#N)Cc2cccnc2)c1 | 2 | -5 | 7 | 1 | 4 | 2 | 5 | -14 | 1.4
COc1ccc([N+](=O)[O-])cc1N(CC(=O)NC(C(C)C)C(C)C)S(C)(=O)=O | 10 | 36 | -7 | 6 | 7 | -2 | 5 | -5 | 1.4
c1ccc2sc(N3CCOCC3)nc2c1 | 13 | 15 | -6 | 2 | 7 | -1 | 4 | 8 | -0.6
Cc1cccc(N=Cc2cc(Br)cc(Cl)c2O)c1 | 9 | 29 | -1 | 9 | 6 | 1 | -4 | -16 | 1.1
CCc1ccc2nc(N3C(=O)C(O)=C(C(=O)c4ccco4)C3c3cccs3)sc2c1 (centres undefined) | 14 | 80* | -64 | -5 | 12 | 3 | 8 | 9 | -1.9
CCOC(=O)c1cnc2c(C#N)cnn2c1N | 14 | 4 | 5 | -20 | 5 | -1 | 1 | 3 | 0.4
Cc1ccc(NC(=O)CN(C)C(=O)CCOc2ccccc2C)cc1 | -1 | 20 | 3 | -2 | 6 | 3 | 0 | -2 | -1.1
CCc1cc2c(=O)c(-c3nc4ccccc4[nH]3)coc2cc1OC(=O)N1CCOCC1 | 15 | 6 | 3 | 2 | 1 | -5 | -3 | 0 | 0.5
CCN(CC)CCCN=C(C)C1=C(O)c2ccccc2C1=O | 18 | 13 | -12 | -22 | 0 | 0 | . | 21 | 1.6
COc1ccc(NC(=S)N(CCO)Cc2ccccc2)cc1 | 0 | -3 | 6 | -18 | 3 | -3 | 1 | -2 | 2.8
O=C(c1cc(-c2ccccc2Cl)on1)N1CCN(C(=O)c2ccco2)CC1 | 1 | 10 | -21 | -5 | 6 | -1 | 11 | -20 | -0.5
CC1=NCCN1S(=O)(=O)c1cc([N+](=O)[O-])ccc1Cl | 3 | 5 | -6 | 9 | 6 | -6 | -2 | 10 | 2.0
CCc1c(C)nc2c(OC)cccc2c1SCCC(=O)O | 6 | -9 | 2 | -7 | 5 | -1 | -4 | 7 | 1.9
O=C(CCN1CCN(c2ccccc2)CC1)NNC(=S)Nc1ccccc1Cl | -15 | -7 | 0 | -11 | 5 | 1 | -1 | -1 | 2.1
CC(=O)Nc1ccc(C(=O)Cn2c3[n+](c4c(F)c(F)ccc42)CCCCC3)cc1 | 15 | -13 | -7 | 3 | 6 | -4 | 1 | 4 | -0.8
c1ccc(-c2nc(NC3CC3)nc(-n3ccnc3)n2)cc1 | 18 | -3 | -4 | -12 | -4 | 0 | -6 | 24 | 2.3
Cc1ccc([N+](=O)[O-])cc1N(CC(=O)NCC1CCCO1)S(C)(=O)=O (centres undefined) | -3 | -2 | -5 | -1 | 7 | 2 | -3 | -17 | -0.3
O=C(O)CCCCCn1c(SCc2cc(=O)n3cc(Cl)ccc3n2)nc2ccsc2c1=O | -12 | -10 | 6 | -4 | 2 | 2 | 1 | -3 | 1.3

From PubChem
